Screening data as filed in PubChem.
EWS-Fli inh: blocks EWS/Fli oncoprotein-driven transcription; A673 NR0B1-luciferase reporter, viability-normalised; inhibition, % at 12.6 µM; 350,000 compounds, 0.67% hits;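 active = mean inhibition of at least 50% after viability correction, with every replicate also passing that limit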;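 note: firefly luciferase signal divided by Alamar Blue viability fluorescence both relative to DMSO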
PAX8 reporter: inhibitors of PAX8 transcriptional activity in RMG-I cells. RMG-I TPO-luciferase reporter, SteadyGlo, 24 h. inhibition, % at 12.6 µM. 360,000 compounds, 1.2% hits;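 active = mean replicate inhibition at least 60% with every replicate also reaching 60%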;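 note: luciferase light reporting Pax8 driven TPO promoter activity; plate controls were median of neutral control wells for no effect and mitoxantrone controls for full effect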
PglD inh: inhibitors of Campylobacter jejuni PglD acetyltransferase; purified PglD enzyme, DTNB colorimetric CoA detection; inhibition, % at 12.5 µM; 360,000 compounds, 0.098% hits; in the data active = inhibition above about 16%, passing the limit was not always enough; note: strong numbers were not always called active
PGC1a acetyl inh: PGC1a acetylation modulation, inhibitor mode | U2OS PGC1a acetylation, AlphaScreen anti-acetyl-lysine; with virally co-expressed GCN5 acetyltransferase | inhibition, % at 15.6 µM | 350,000 compounds, 0.17% hits | AID 651687;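 active = every replicate shows inhibition of at least 40%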;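 note: 0% = neutral control wells and 100% = positive control wells; some results beyond the cut were filed as inactive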
LGR2 antag: blocks bursicon-induced cAMP signaling via Drosophila LGR2; inhibition, % at 9.99 µM; HEK293 LGR2, CRE-luciferase, bursicon-stimulated, 4 h; 380,000 compounds, 0.35% hits; AID 720647;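 active = drop in luminescence signal, shown as inhibition above about 50% in the replicate tests, limit read from the data, passing the limit was not always enough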;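 note: agonist challenge used bursicon conditioned medium at about half maximal strength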
FN deposition inh: fibronectin deposition inhibition | AH1F fibroblasts, Alexa488-fibronectin deposition fluorescence, overnight | inhibition, % at 12.6 µM | 350,000 compounds, 0.086% hits;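 active = mean inhibition across replicates of 30% or more, regardless of how many single replicates reach that level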;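 note: positive control wells lacked labelled fibronectin entirely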
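Assay system: AH1F fibroblasts / Quantity: 10000 cells per well / Medium: DMEM plus 2% serum, read in PBS / Reagent: labelled fibronectin 24 nM / Dosing: single dose, pinned / Times: 1 h cell attachment, overnight exposure to compound and label / Signal: fluorescence, ex 485 nm, em 525 nm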
ERAP1 HTS inh: blocks human ERAP1 aminopeptidase activity; AID 652197; Q9NZ08; 340,000 compounds, 0.15% hits; inhibition, % at 10.7 µM; recombinant ERAP1, Leu-AMC fluorescence, 60 min;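 active = mean replicate inhibition of at least 30%, or all replicates individually reaching that 30% level; inactive = mean below 30% and not every replicate reaching it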;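 note: 0% = neutral control wells and 100% = L-leucinethiol positive control wells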
Target sequence (Q9NZ08 whole entry, looked up): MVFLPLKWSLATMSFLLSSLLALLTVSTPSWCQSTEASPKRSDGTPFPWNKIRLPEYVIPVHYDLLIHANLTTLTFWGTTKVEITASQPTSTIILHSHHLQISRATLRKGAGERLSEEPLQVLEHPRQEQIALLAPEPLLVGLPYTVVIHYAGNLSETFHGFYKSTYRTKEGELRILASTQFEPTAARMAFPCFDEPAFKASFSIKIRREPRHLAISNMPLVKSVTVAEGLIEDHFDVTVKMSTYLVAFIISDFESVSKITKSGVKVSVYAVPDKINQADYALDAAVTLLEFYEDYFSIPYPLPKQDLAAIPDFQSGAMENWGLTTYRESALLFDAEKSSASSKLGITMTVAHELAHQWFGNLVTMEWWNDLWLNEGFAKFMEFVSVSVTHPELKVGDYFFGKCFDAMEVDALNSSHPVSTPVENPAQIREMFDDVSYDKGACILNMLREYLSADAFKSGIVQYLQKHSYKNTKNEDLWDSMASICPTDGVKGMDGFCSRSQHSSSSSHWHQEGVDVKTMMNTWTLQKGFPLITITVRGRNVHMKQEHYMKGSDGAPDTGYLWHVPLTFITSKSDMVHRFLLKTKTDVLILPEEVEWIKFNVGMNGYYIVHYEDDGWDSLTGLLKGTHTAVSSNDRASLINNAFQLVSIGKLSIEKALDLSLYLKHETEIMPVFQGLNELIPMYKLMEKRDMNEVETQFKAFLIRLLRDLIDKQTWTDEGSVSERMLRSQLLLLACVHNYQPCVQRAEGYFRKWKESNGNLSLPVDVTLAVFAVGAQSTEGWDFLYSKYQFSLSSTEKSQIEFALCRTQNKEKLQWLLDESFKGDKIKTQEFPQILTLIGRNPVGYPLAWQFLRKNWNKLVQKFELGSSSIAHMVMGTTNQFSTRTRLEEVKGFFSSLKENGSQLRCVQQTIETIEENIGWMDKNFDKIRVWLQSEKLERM
S100A4 inh HTS: inhibitors of human S100A4 binding to myosin IIA peptide | P26447 | S100A4/TAMRA-MyoIIA peptide fluorescence polarization | inhibition, % at 10.7 µM | 360,000 compounds, 0.14% hits | AID 652163;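 active = mean inhibition of at least 70% across replicates, with every replicate also reaching that level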
Target sequence (P26447 whole entry, looked up): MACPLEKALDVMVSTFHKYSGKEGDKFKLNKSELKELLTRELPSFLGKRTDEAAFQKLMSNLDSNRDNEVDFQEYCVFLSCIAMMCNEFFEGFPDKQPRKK
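Material: human S100A4 monomer with TAMRA-labelled myosin IIA peptide; buffer or medium: HEPES pH 7.2 with CaCl2, KCl, NaCl, DTT, Triton; compound dosing: one concentration per compound; schedule: 5 min incubation before reading; benchmarks: neutral control DMSO, positive control TFP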
* marks the source's active call; other numbers are inactive results; nt = no result given.

nr	Structure	EWS-Fli inh	PAX8 reporter	PglD inh	PGC1a acetyl inh
1	C[C@@H]1CN([C@@H](C)CO)C(=O)c2cccc(NS(=O)(=O)c3cn(C)cn3)c2O[C@H]1CN(C)CC1CC1	-17.4	nt	5.5	5.5
2	CN(Cc1ccc(F)cc1)Cc1nc(-c2ccccc2)no1	-8.5	-9.7	1.8	-1.8
3	CCCNC(=O)c1cc(C2CCCN(C(=O)c3ccc4c(c3)CCO4)C2)on1 (stereo unspecified)	-2.1	7.1	-2.3	nt
4	Cc1ccc(OCC(=O)Nc2ccc(S(=O)(=O)Nc3ccccn3)cc2)cc1	-3.2	15.8	nt	-7.6
5	CNC(=O)NC(=O)COC(=O)/C=C/c1cccc(Br)c1	5.9	14.1	nt	nt
6	COc1ccc(CN2CCC(c3nc4ccc(Cl)cc4[nH]3)CC2)cc1	6.6	5.7	0.3	nt
7	Cc1cccc(NC(=O)c2c(O)c3ccccc3[nH]c2=O)c1	-97.5	4.4	-7.8	nt
8	CCN(C(=O)C(C)N1C(=O)/C(=C/c2cccs2)SC1=S)C1CCS(=O)(=O)C1 (stereo unspecified)	nt	21.3	-15.1	-8.8
9	CCc1nc2c(OCc3ccccc3C(=O)OC)cccn2c1N(C)C(=O)c1ccncc1	4.6	-7.7	3.2	8.3
10	Cc1cc(OCC(=O)N(C)C2CCCCC2)cc(C)c1Cl	-39.2	-78.0	nt	nt

nr	LGR2 antag	FN deposition inh	ERAP1 HTS inh	S100A4 inh HTS
1	-2.3	nt	2.0	6.9
2	-14.7	17.9	-0.6	4.9
3	5.4	0.6	0.7	-0.3
4	-12.2	-6.5	-2.1	4.5
5	-32.4	2.3	4.1	4.0
6	17.4	6.9	-2.6	-2.2
7	-52.9	-0.2	1.0	-2.9
8	11.4	-6.8	2.4	-1.6
9	-0.6	-5.8	-1.9	-1.4
10	-5.9	-8.6	4.2	-1.2

The final 3 records of the part before lead into the next.
nr	Structure	EWS-Fli inh	PAX8 reporter	PglD inh	PGC1a acetyl inh
8	CCN(C(=O)C(C)N1C(=O)/C(=C/c2cccs2)SC1=S)C1CCS(=O)(=O)C1 (stereo unspecified)	nt	21.3	-15.1	-8.8
9	CCc1nc2c(OCc3ccccc3C(=O)OC)cccn2c1N(C)C(=O)c1ccncc1	4.6	-7.7	3.2	8.3
10	Cc1cc(OCC(=O)N(C)C2CCCCC2)cc(C)c1Cl	-39.2	-78.0	nt	nt
11	C[C@H]1CN([C@@H](C)CO)C(=O)c2cc(NC(=O)Nc3ccc4c(c3)OCO4)ccc2O[C@H]1CN(C)CC1CCCCC1	9.3	-1.7	1.4	nt
12	O=C(CCCN1C(=O)NC2(CCCC2)C1=O)N1CCN(S(=O)(=O)c2ccccc2)CC1	5.9	-7.6	-2.9	-9.3
13	CN(CCCC(=O)Nc1ccccc1F)S(=O)(=O)c1ccc(F)cc1	-5.2	19.7	-2.7	-3.6
14	COc1ccc(NS(=O)(=O)c2nnc(NC(=O)c3ccccc3F)s2)cc1	2.6	-9.9	-0.6	1.7
15	CC(C)CNc1nc(S(=O)(=O)c2ccccc2)c(Cl)s1	6.5	6.4	0.6	-4.9
16	COc1ccccc1C1OCC(C)(C)CO1	9.6	-5.7	-9.6	-0.6
17	FC(F)(F)c1ccc(Cl)c(Nc2nnc(-c3ccncc3)s2)c1	7.0	-16.3	-0.1	-7.8
18	C[C@H]1CN([C@@H](C)CO)C(=O)Cc2cc(NS(=O)(=O)c3ccc(F)cc3)ccc2O[C@H]1CN(C)S(C)(=O)=O	-1.7	-10.9	-2.9	4.3
19	CN(Cc1cccnc1)C(=O)c1cc(COc2ccc3c(c2)CCCC3)on1	-49.5	nt	0.2	nt
20	Cc1cc(C(=O)COC(=O)/C=C/c2cccc(F)c2)c(C)n1C	-8.2	-5.6	-5.1	7.3

nr	LGR2 antag	FN deposition inh	ERAP1 HTS inh	S100A4 inh HTS
8	11.4	-6.8	2.4	-1.6
9	-0.6	-5.8	-1.9	-1.4
10	-5.9	-8.6	4.2	-1.2
11	-5.9	nt	2.9	0.4
12	4.9	2.0	2.2	-0.5
13	1.4	-11.0	-2.0	4.9
14	-0.8	7.4	3.1	-6.0
15	-15.0	-6.2	-2.2	1.3
16	-1.2	nt	-8.5	-5.7
17	-10.8	3.3	-0.8	-10.1
18	-15.9	-6.3	4.2	-6.9
19	-81.7	-4.3	4.5	-1.8
20	-17.2	-4.9	-0.4	-1.5

nr	Structure	EWS-Fli inh	PAX8 reporter	PglD inh	PGC1a acetyl inh
21	Cc1ccc(S(=O)(=O)N2CCCCC2)cc1NC(=O)c1cccnc1	6.7	-5.7	nt	nt
22	C[C@H](CO)N1C[C@H](C)[C@H](CN(C)Cc2ccc(-c3ccccc3)cc2)Oc2ccc(NC(=O)CCCN(C)C)cc2C1=O	2.6	-9.3	-2.8	-2.2
23	Cc1ccc(C)c(NS(=O)(=O)c2cc(C(=O)Nc3ccccc3-c3ccccc3)ccc2Cl)c1	2.5	nt	-3.5	nt
24	CCn1c(SCC(=O)Nc2nonc2C)nnc1-c1ccco1	nt	5.9	-5.7	4.2
25	CCc1nnc(NC(=O)c2cccc(S(=O)(=O)N3CCN(C)CC3)c2)s1	0.3	-5.9	-4.6	-1.6
26	O=C(CN1C(=O)C(=O)N(Cc2ccccc2)C1=O)Nc1ccc(F)c(Cl)c1	-62.1	-3.8	nt	-7.1
27	FC(F)(Cl)c1nnc2ccc(Cl)nn12	-7.8	74.1*	nt	-11.9
28	O=C(O)c1ccc(CNS(=O)(=O)c2ccc3ccccc3c2)cc1	5.6	27.7	nt	nt
29	CCC(C)NC(=O)/C=C1\Sc2ccccc2NC1=O (stereo unspecified)	nt	-31.6	2.1	nt
30	CC(C)(CN1CCC(Cc2ccccc2)CC1)NS(=O)(=O)c1ccccc1	12.7	49.7	7.4	-11.7

nr	LGR2 antag	FN deposition inh	ERAP1 HTS inh	S100A4 inh HTS
21	9.7	-1.2	-0.3	-3.6
22	4.4	53.1*	-1.7	-7.4
23	8.6	nt	0.9	2.1
24	nt	-4.3	nt	nt
25	9.1	1.8	8.4	-6.4
26	8.8	nt	3.4	0.6
27	10.9	nt	-3.4	-1.7
28	10.4	-9.4	-0.9	0.8
29	-26.3	4.2	nt	nt
30	26.3	-10.1	-0.2	-6.5

nr	Structure	EWS-Fli inh	PAX8 reporter	PglD inh	PGC1a acetyl inh
31	O=C(C1=COCCO1)N1CCN(C(c2ccccc2)c2ccccc2)CC1	nt	10.8	1.6	-7.9
32	O=C1c2ccccc2-c2ccc(C(=O)N3CCCCC3)cc21	-15.9	-27.9	nt	-13.0
33	COc1ccc([C@@H]2[C@H]3C(=O)N(c4cccc(C(F)(F)F)c4)C(=O)[C@H]3ON2C)cc1	nt	nt	-3.5	-3.0
34	Cc1cccc(CCN(CC(=O)NC2CCCCC2)C(=O)c2csnn2)c1	0.1	-0.6	nt	-9.2
35	Cc1cccc(N2CCN(CC(O)COc3ccc(Cl)cc3)CC2)c1 (stereo unspecified)	-3.8	-8.9	0.7	3.3
36	CCOC(=O)N1CCN(C(=O)CCn2c(=S)[nH]c3ccccc3c2=O)CC1	-5.2	4.8	0.1	-13.4
37	COc1cc(CN2CC(=O)N(c3cccc(Cl)c3C)C2=S)cc(OC)c1OC	10.7	14.6	-0.1	-5.4
38	Cc1ccccc1-n1c(-c2ccc(=O)[nH]n2)n[nH]c1=S	-0.6	21.1	-11.1	4.9
39	C[C@@H]1CN([C@H](C)CO)C(=O)Cc2cc(NC(=O)C3CC3)ccc2O[C@H]1CN(C)S(=O)(=O)c1ccc(Cl)cc1	2.5	12.1	-3.6	4.2
40	CC(=O)Oc1ccccc1C(=O)C=Cc1cccc([N+](=O)[O-])c1	43.5	15.2	3.6	-4.1

nr	LGR2 antag	FN deposition inh	ERAP1 HTS inh	S100A4 inh HTS
31	nt	7.1	nt	nt
32	-50.3	11.1	8.5	7.5
33	-20.1	1.7	nt	nt
34	10.6	-1.5	3.0	23.1
35	-14.8	1.4	0.2	-0.7
36	12.3	11.3	-4.4	-4.3
37	3.7	7.0	-2.1	-0.8
38	-3.8	1.2	6.5	-0.5
39	7.2	11.0	-3.0	-4.2
40	101.4*	nt	0.8	-1.7

nr	Structure	EWS-Fli inh	PAX8 reporter	PglD inh	PGC1a acetyl inh
41	Cc1ccccc1OCC(=O)N1N=C(C(F)(F)F)CC1(O)C(C)(C)C (stereo unspecified)	nt	7.9	1.8	5.7
42	COCCN(C(=O)c1cccc(-n2cnnn2)c1)c1c(N)n(CC(C)C)c(=O)[nH]c1=O	-6.5	-0.6	nt	nt
43	O=C1c2ccccc2C(=O)c2cc(NC(=O)C3CC3)ccc21	-108.2	-207.4	0.3	-4.1
44	COc1ccc(N/N=C(\C#N)C(=N)N2CCOCC2)cc1	-34.7	-32.7	nt	-12.4
45	O=C(Cc1ccccc1)NN1C(=O)C2C3C=CC(C3)[C@@H]2C1=O (stereo partly specified)	nt	2.2	1.9	-1.6
46	CO[C@@H]1CN(C)C(=O)c2cc(NS(C)(=O)=O)ccc2OC[C@H](C)N(C(=O)C2CCCCC2)C[C@H]1C	-2.1	-22.7	2.2	nt
47	O=C(c1ccc(Cl)c(S(=O)(=O)N2CCCCC2)c1)N1CCCCC1	2.5	nt	-2.1	nt
48	CCCC(=O)Nc1ccc2c(c1)C(=O)N(C)C[C@@H](OC)[C@H](C)CN(CCC)[C@H](C)CO2	-0.2	-8.7	1.6	nt
49	CC(=O)N1[C@@H]2c3ccc(-c4cccc(F)c4)c(=O)n3C[C@@H]2[C@@H](CO)[C@@H]1C(=O)NCCCN(C)C	-3.5	-16.1	1.3	nt
50	COc1ccc(NC(=S)N(CCc2ccncc2)C(C)C)cc1Cl	-4.4	-15.0	4.9	27.8

nr	LGR2 antag	FN deposition inh	ERAP1 HTS inh	S100A4 inh HTS
41	nt	-14.7	nt	nt
42	12.4	-1.0	2.7	-4.8
43	nt	6.4	2.3	-0.1
44	-40.0	-2.7	9.8	-11.0
45	-12.9	1.8	nt	nt
46	-6.6	1.8	2.1	-7.8
47	0.1	-8.9	-0.7	-0.9
48	0.2	-4.0	-1.7	-7.5
49	14.2	nt	6.9	30.1
50	-7.1	4.8	2.2	-0.1

nr	Structure	EWS-Fli inh	PAX8 reporter	PglD inh	PGC1a acetyl inh
51	O=C(CCN1CCCCC1)N[C@H]1CC[C@H](CCNS(=O)(=O)c2ccc(Cl)cc2)O[C@H]1CO	-1.7	-12.9	0.3	2.7
52	O=C(NN1C(=O)C2C3C=CC(O3)C2C1=O)c1ccncc1 (stereo unspecified)	-11.0	9.5	nt	nt
53	CCN1C(=NCc2ccc(OC)cc2)N[C@@H](c2ccccc2)[C@H](C(=O)OC)[C@H]1C	-5.6	7.1	-4.4	12.2
54	C[C@H](CO)N1C[C@H](C)[C@@H](CN(C)C(=O)C2CCCCC2)OCCCC[C@H](C)Oc2ccc(NS(=O)(=O)c3ccccc3)cc2C1=O	-4.7	4.6	-3.9	-3.3
55	COc1ccc(S(=O)(=O)N(C)C[C@@H]2Oc3ccc(NS(=O)(=O)c4c(C)noc4C)cc3C(=O)N([C@@H](C)CO)C[C@@H]2C)cc1	0.7	-3.9	3.5	5.1
56	c1ccc(CSc2nnc(-c3ccccc3)c(-c3ccccc3)n2)cc1	5.1	4.6	-1.5	-11.9

nr	LGR2 antag	FN deposition inh	ERAP1 HTS inh	S100A4 inh HTS
51	3.0	nt	0.1	2.4
52	10.8	7.3	-3.6	3.6
53	21.0	-7.2	18.1	-1.4
54	0.0	5.3	-0.8	-5.8
55	-7.4	-1.2	1.7	6.2
56	nt	7.5	-5.1	5.1
